Screens from PubChem.
Pol iota inh – inhibitors of human DNA polymerase iota. Pol iota fluorescent replication assay, 10 min. Potency, µM (titrated, usually from 115 µM), without a hit: at the top dose activity, negative = inhibition, actives largely listed as inhibitors. 1% of 390,000 active; note: potency is the fitted concentration of half-maximal effect
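Fluorescent replication assay read twice, at 0 min and 10 min after adding 50 nM (final) substrate. Enzyme (10 nM) and compounds were first incubated 15 min at room temperature; enzyme-free buffer wells were negative controls.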
APEX1 inh – blocks human APE1 abasic DNA cleavage; 0.35% of 350,000 active; recombinant APE1, TAMRA/BHQ-2 abasic DNA cleavage fluorescence; P27695; Potency, µM (highest dose often 65.8 µM), for inactives: at the top dose activity change, negative = inhibition, most hits filed as inhibitors;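 note: potency is the fitted concentration of half-maximal effect; plate controls were vehicle for no effect and reference inhibitor for full effect; nearly all actives have a fitted effect of over 55% in size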
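APE1 at 0.75 nM preincubated 15 min at room temperature with compound. Reaction then started with 50 nM double-stranded THF-abasic substrate labelled with TAMRA/BHQ-2, and 525/598 nm fluorescence read kinetically. Activity taken as third-minus-first read difference, normalized to DMSO and NSC13755 controls.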
TRHR ag – activates the human TRH receptor | P34981 | TRHR cells, calcium flux fluo-8, FDSS agonist mode | activation, % at 2 µM | 0.18% of 360,000 active; in the data active = activation above about 30%; note: 0% is about no effect
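TRHR-expressing cells loaded with fluo-8 calcium dye; 23 nL library compound pin-transferred, kinetic FDSS fluorescence (Ex 480/Em 530) recorded about 180 s for agonist-induced calcium release, before a 10 nM TRH EC20 addition for potentiator mode.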
Anesthetic bind – binds horse apoferritin like a general anesthetic; P02791; apoferritin/1-aminoanthracene competitive binding, fluorescence; Potency, µM (doses to about 77.5 µM), inactives show top-dose activity change, negative = displacement, actives largely listed as inhibitors; 0.074% of 350,000 active; note: potency is the fitted concentration of half-maximal effect; % is set by controls: 0 for no effect and ±100 for the full control effect; nearly all actives have a fitted effect of over 20% in size
Target sequence (P02791 2-175 limits assumed): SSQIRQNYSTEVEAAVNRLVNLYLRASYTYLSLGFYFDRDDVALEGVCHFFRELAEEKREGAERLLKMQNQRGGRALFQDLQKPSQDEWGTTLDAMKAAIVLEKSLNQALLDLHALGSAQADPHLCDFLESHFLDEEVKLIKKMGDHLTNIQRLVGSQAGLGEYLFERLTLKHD
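10 uM apoferritin + 50% sat. 1-AMA, PBS; cpd 10 min RT; Ex380/Em535 endpoint; normalized to free probe vs complex; 4-param Hill fit; propofol titration as pos. ctrl.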
POLK inh – inhibitors of human DNA polymerase kappa | Q9UBT6 | purified Pol kappa, fluorescent DNA synthesis assay, 10 min | Potency, µM (titrated, usually from 107 µM), inactives show at the highest dose activity, negative = inhibition, hits mostly inhibitors | 0.53% of 400,000 active | AID 588579; note: potency is the fitted concentration of half-maximal effect; % is set by controls: 0 for no effect and ±100 for the full control effect
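10 nM Pol kappa preincubated 15 min at room temperature with compounds, then reaction started with substrate at 50 nM final. Fluorescence read kinetically at 0 and 10 min; buffer-only wells served as negative control.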
Pol beta inh – blocks human DNA polymerase beta activity. 1.3% of 340,000 active. Potency, µM (series often up to 114 µM), without a hit: top-dose activity change, negative = inhibition, usual class: inhibitors. AID 485314. Pol beta primer extension/strand displacement, fluorescence kinetic. P06746; note: potency is the fitted concentration of half-maximal effect; % is set by controls: 0 for no effect and ±100 for the full control effect
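Reaction started by 50 nM substrate onto compound-treated Pol beta (10 nM, 15 min preincubation, room temperature); plates read at 0 min and 10 min. Normalized concentration-effect data fitted by four-parameter Hill equation.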
ERG Ets-DNA blk – blocks human ERG Ets domain binding to DNA | 0.028% of 370,000 active | fluorescence polarization, His-ERG Ets domain / labelled DNA | AID 624246 | Potency, µM (series often up to 76.9 µM), for inactives: at the highest dose FP activity, negative = inhibition, most hits filed as inhibitors | P11308; active = well fitted inhibition curve with a large enough effect in the polarisation, with a control signal flat; inconclusive = small, poorly fitted or top-dose-only effect, or effect the other way, or a change in a side signal; inactive = no such curve, though single readings can be large or run the other way; the % refers to the polarisation;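 note: polarization taken with two DNA probes labelled with fluorescein and Texas red; potency is the fitted concentration of half-maximal effect; % of control where 0% means no effect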
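His-tagged ERG Ets domain (1 uM in the protein solution; 300mM KCl, 50mM Tris-HCl, 1mM EDTA, 1mM DTT, pH 7.5) received compound, then a probe mix of 5 nM fluorescein-DNA and 100nM Texas-615-DNA. Fluorescence polarization was read for both dyes.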
ALOX12 inh – ALOX12 (human) lipoxygenase inhibition; Potency, µM (titrated, usually from 108 µM), inactives show at the highest dose activity change, negative = inhibition, most hits filed as inhibitors; AID 1671190; purified 12hLO, xylenol orange hydroperoxide absorbance; 1.1% of 580,000 active; P18054; note: potency is the fitted concentration of half-maximal effect; % is set by controls: 0 for no effect and ±100 for the full control effect
Target sequence (P18054 whole entry, looked up): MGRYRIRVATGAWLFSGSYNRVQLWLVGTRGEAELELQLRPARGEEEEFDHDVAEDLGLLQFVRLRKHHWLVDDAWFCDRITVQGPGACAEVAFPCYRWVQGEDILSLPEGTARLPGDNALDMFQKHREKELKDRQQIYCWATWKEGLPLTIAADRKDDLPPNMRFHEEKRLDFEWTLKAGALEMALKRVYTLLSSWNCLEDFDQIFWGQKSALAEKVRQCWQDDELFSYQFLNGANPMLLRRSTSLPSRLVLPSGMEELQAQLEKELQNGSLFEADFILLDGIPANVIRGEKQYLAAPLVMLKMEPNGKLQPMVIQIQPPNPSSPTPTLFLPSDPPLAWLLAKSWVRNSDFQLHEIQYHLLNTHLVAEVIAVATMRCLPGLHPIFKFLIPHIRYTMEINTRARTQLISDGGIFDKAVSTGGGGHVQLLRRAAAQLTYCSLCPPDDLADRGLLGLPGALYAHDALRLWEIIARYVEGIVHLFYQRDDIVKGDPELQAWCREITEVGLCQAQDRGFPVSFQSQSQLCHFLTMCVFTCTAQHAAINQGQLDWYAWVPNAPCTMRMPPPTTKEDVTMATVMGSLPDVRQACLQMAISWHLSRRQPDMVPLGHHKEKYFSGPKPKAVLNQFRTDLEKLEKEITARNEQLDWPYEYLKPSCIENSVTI
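Purified human 12hLO at 150 nM in 25 mM Hepes, 0.01% Triton X-100, pH 7.0, preincubated 15 min at room temperature with compound. Reaction started with 40 uM arachidonic acid, 30 min at room temperature. Hydroperoxide measured by Fe-xylenol orange, 573/405 nm absorbance ratio.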
BLM inh – inhibitors of human Bloom syndrome helicase BLM; recombinant BLM DNA unwinding, fluorescence dequenching; Potency, µM (titrated, usually from 56.1 µM), without a hit: at the highest dose activity change, negative = inhibition, hits mostly inhibitors; 0.2% of 350,000 active; AID 2528;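 note: potency is the fitted concentration of half-maximal effect; plate controls were vehicle for no effect and no enzyme for full effect; nearly all actives have a fitted effect of over 35% in size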
Starred values were filed as active, the others as inactive; u = inconclusive; x = not tested or not shown; & = joins results of further samples; [ ] = remark or other dose. Unless noted, calls come from the whole dose curve; as a rule, active = well fitted curve in the direction sought with a large enough effect; inconclusive = small, poorly fitted or top-dose-only effect, or another doubt; inactive = no such curve, though single readings can be large; an effect the other way counts as inactive or inconclusive. Not all compounds are listed, so the mix of outcomes need not match the whole.

Each structure is followed by: POLK inh	ALOX12 inh	BLM inh	Anesthetic bind	TRHR ag	ERG Ets-DNA blk	APEX1 inh	Pol beta inh	Pol iota inh
> CC(C)NS(=O)(=O)c1ccc(NC(=O)C2CC3C=CC2C3)cc1 (stereo not drawn)
    -10%	0%	1%	u	0.0	-4%	1%	-4%	-9%
> O=C(Nc1ccc2c(c1)C(=O)OC2)c1ccc(C(F)(F)F)cc1
    3%	5%	-3%	-8%	0.7	-1%	22%	112%	35%[activator]
> CC(C)(C)C(=O)OCc1nc(-c2ccc(Cl)cc2)cs1
    -6%	u	-8%	-12%	0.7	6%	-5%	16%	169%[activator]
> CCN(CCCNC(=O)CC(C(=O)N1CCc2ccccc21)n1ccnc1)c1cccc(C)c1 (stereo not drawn)
    -1%	0%	-5%	u	-0.5	-7%	-7%	4%	4%
> COc1ccc2c(c1)CCCC21NC(=O)N(CC(=O)NCc2cccs2)C1=O (stereo not drawn)
    -17%	2%	x	x	x	-2%	-1%	x	-26%
> C=C(C)Cn1c(N)cc(=O)nc1SCC(=O)Nc1cccc(C(F)(F)F)c1
    -7%	18%	-6%	-5%	0.6	9%	11%	23%	11%
> COc1ccc(CSCCc2n[nH]c(=S)n2-c2ccccc2)cc1C
    7%	u	-6%	-12%	-0.2	17%	17%	-1%	-17%
> COc1cccc(Cn2c(=O)c(C)nc3cnc(OC)nc32)c1
    3%[60.1 µM]	114%[activator]	1%	x	x	x	-4%	x	x
> COc1ccc(-c2cc(C(=O)N3CCN(C(=O)c4ccco4)CC3)[nH]n2)cc1
    -7%	0%	3%	-6%	-0.4	-13%	-8%	9%	-13%
> O=C(CCn1c(=O)oc2ccccc21)NC1=NCCS1
    4%	-3%	3%	-4%	-0.1	x	1%	38%	u
> COc1ccc(N2CCN(C(=O)CN(c3ccc(Br)cc3)S(C)(=O)=O)CC2)cc1
    -5%	-8%	-1%	u	0.1	x	-4%	7%	7%
> O=C1N/C(=N/Nc2ccccc2)S/C1=C\c1ccccc1
    -10%	5.6µM*	-3%	u	0.9	18%	-5%	-20%	u
> CC(C)C(=O)NC(=S)Nc1ccccc1C(=O)NC1CCCCC1
    -11%	-19%	3%	-3%	0.3	-3%	-11%	40%	16%
> Cc1ccc(Cl)cc1NC(=O)CN1CCN(S(=O)(=O)N2CCOCC2)CC1
    1%	10%	-2%	1%	0.3	-18%	53%[activator]	-1%	-5%
> COc1ccc(NC(C)c2cc(Cl)ccc2O)cc1 (stereo not drawn)
    -9%	0%	-11%	-15%	-1.3	-4%	2%	10%	-14%
> CCCCn1c(SCC(=O)N(CC)C2CCS(=O)(=O)C2)nc2cc(S(N)(=O)=O)ccc21 (stereo not drawn)
    -16%	-2%	2%	-7%	0.1	0%	-1%	1%	58%
> Cc1ccc(C2NC(=O)c3ccccc3N2)s1 (stereo not drawn)
    -4%	2%	-2%	-6%	0.7	6%	-3%	18%	15%
> CCCN(CCC)CCOc1cc(C)ccc1C(C)C
    5%	-20%	2%	-4%	0.2	0%	u	37%	11%
> Cn1c(=O)n(CC(=O)Nc2ccc(F)cc2)c2ccccc21
    0%	23%	2%	-7%	0.2	0%	-1%	2%	27%
> Cc1nc2ccccc2nc(=O)c1NNc1ccccc1
    -7%&-3%	u	-1%	-20%	0.2	-7%	11%&1%	6%	-4%&22%
> O=C(c1ccccc1)c1nc2ccccc2[nH]c1=O
    0%	20%	1%	-11%	0.5	-3%	-4%	8%	9%
> O=C(COC(=O)c1cc[n+]([O-])cc1)Nc1ccc(Cl)cc1Cl
    -22%	215%[activator]	x	x	x	x	18%	x	7%
> N/C(=N\OS(=O)(=O)c1ccc2ccccc2c1)c1cccnc1
    3%	-19%	-5%	-2%	-0.2	2%	2%	-1%	-29%
> Oc1csc(Cc2nc(-c3ccccc3F)cs2)n1
    -5%	u	-2%	6%	0.7	8%	u	0%	u
> Cc1cccc(NC(=O)/C(C#N)=C/c2cccc([N+](=O)[O-])c2)n1
    -13%	u	-7%	3%	1.4	-21%	-23%	3%	1%
> c1cncc(-c2nc(-c3cccs3)cs2)c1
    -14%	u	-1%	u	-0.1	-1%	-7%	0%	-2%
> O=C1c2cc3ccccc3c(-c3ccccc3)c2C(=O)N1c1ccccn1
    -16%	-20%	-9%	-4%	0.5	0%	4%	-2%	8%
> O=C(NCCCn1ccnc1)C1CCCN(S(=O)(=O)c2cc(Cl)ccc2Cl)C1 (stereo not drawn)
    -12%	-12%	2%	-13%	2.0	-8%	10%	8%	45%[activator]
> Cc1cccc(N(CC(=O)NC2CCCC2)C(=O)CCC(=O)Nc2ccccn2)c1
    5%	0%	-5%	4%	-0.1	-2%	58%	-12%	121%[activator]
> Fc1ccc(-c2cc(-c3ccccc3)c3c(n2)-c2cc(F)ccc2OC3)cc1
    6%	-19%	-5%	17%	2.1	-9%	x	2%	25%
> COc1cccc(-n2c(=O)c3sc4ccccc4c3n(CC(=O)Nc3cccc(Cl)c3)c2=O)c1
    4%	-17%	-3%	-1%	2.6	0%	x	23%	-6%
> CCOc1ccccc1N(CC(=O)NC(C)(C)C)C(=O)Cn1nnc(-c2ccc(C)o2)n1
    1%	-14%	-5%	-12%	-1.5	-5%	-4%	-18%	-9%
> O=c1c2[nH]c3ccc(Br)cc3c2ncn1Cc1ccncc1
    -21%	x	4%	13%	-0.2	0%	2%	-4%	3%
> CCOC(=O)c1cc(CC)sc1NC(=O)c1cccc(N2C(=O)CCC2=O)c1
    3%	-4%	-11%	-13%	-0.3	x	3%	u	36%[activator]
> COc1cccc(-c2c(C(=O)N/N=C/c3cccs3)nnn2-c2nonc2N)c1
    -6%	x	-10%	-16%	5.6	-3%	-13%	-23%	u
> CCOc1ccc(C2C(C(=O)c3cccs3)=C(O)C(=O)N2Cc2cccnc2)cc1 (stereo not drawn)
    -10%	u	-7%	-5%	-0.3	9%	-4%	-17%	146%[activator]
> O=C(CCl)Nc1ccc(Sc2ccc(NC(=O)CCl)cc2)cc1
    -22%	u	-8%	-11%	1.8	13%	-4%	-1%	40µM*
> Cc1cccc(CNc2ccnc(-c3ccccc3CN(C)C)n2)c1
    u	-7%	-3%	-17%	x	x	3%	x	x
> CCn1c(=S)sc2c(=O)n(CC(=O)NCCCc3ccccc3)c(C)nc21
    -1%	-3%	-6%	1%	-0.2	13%	0%	27%	38%[activator]
> OC1CCN(Cc2ccc(OCc3ccccc3)cc2)CC1
    -4%	-2%	-2%	u	0.9	-4%	14%	8%	37%[activator]
> COc1ccc(/C=N/Nc2nc(-c3cccnc3)nc3ccccc23)c(OC)c1
    -3%	462%[activator]	42%[activator]	0%	2.4	-11%	2%	-1%	44%[activator]
> CCCCn1c(N)c(N(CCOC)C(=O)c2sc3ccccc3c2Cl)c(=O)[nH]c1=O
    -11%	7%	x	x	1.6	-4%	11%	x	6%
> C=CCOc1ccc(Br)cc1CNCC
    2%	13%	2%	-5%	-0.4	12%	2%	7%	-15%
> CCOc1ccc(/C(O)=C/C(=O)C(=O)Nc2ccc(S(=O)(=O)NC(C)=O)cc2)cc1
    -22%	3%	4%	-6%	0.4	10%	13%	17%	u
> O=C(Nc1cccc(F)c1)N1CCCC2(CCN(C(=O)c3csnn3)CC2)C1
    0%[60.1 µM]	12%[57.4 µM]	5%	x	x	x	4%	x	x
> COc1cc(NC(=O)NS(=O)(=O)c2ccc(C)cc2)cc(OC)c1
    11%	0%	-2%	-28%	-0.6	-7%	u	-4%	5%
> C[C@@H]1CN(Cc2cn(C)nc2-c2cccc(Cl)c2)C[C@H](C)O1
    -1%	0%	-6%	-2%	0.1	-1%	0%	6%	16%

Given in CSV form: entries from further up.
mol,POLK inh,ALOX12 inh,BLM inh,Anesthetic bind,TRHR ag,ERG Ets-DNA blk,APEX1 inh,Pol beta inh,Pol iota inh
CCn1c(=S)sc2c(=O)n(CC(=O)NCCCc3ccccc3)c(C)nc21,-1%,-3%,-6%,1%,-0.2,13%,0%,27%,38%[activator]
OC1CCN(Cc2ccc(OCc3ccccc3)cc2)CC1,-4%,-2%,-2%,u,0.9,-4%,14%,8%,37%[activator]
COc1ccc(/C=N/Nc2nc(-c3cccnc3)nc3ccccc23)c(OC)c1,-3%,462%[activator],42%[activator],0%,2.4,-11%,2%,-1%,44%[activator]
CCCCn1c(N)c(N(CCOC)C(=O)c2sc3ccccc3c2Cl)c(=O)[nH]c1=O,-11%,7%,x,x,1.6,-4%,11%,x,6%
C=CCOc1ccc(Br)cc1CNCC,2%,13%,2%,-5%,-0.4,12%,2%,7%,-15%
CCOc1ccc(/C(O)=C/C(=O)C(=O)Nc2ccc(S(=O)(=O)NC(C)=O)cc2)cc1,-22%,3%,4%,-6%,0.4,10%,13%,17%,u
O=C(Nc1cccc(F)c1)N1CCCC2(CCN(C(=O)c3csnn3)CC2)C1,0%[60.1 µM],12%[57.4 µM],5%,x,x,x,4%,x,x
COc1cc(NC(=O)NS(=O)(=O)c2ccc(C)cc2)cc(OC)c1,11%,0%,-2%,-28%,-0.6,-7%,u,-4%,5%
C[C@@H]1CN(Cc2cn(C)nc2-c2cccc(Cl)c2)C[C@H](C)O1,-1%,0%,-6%,-2%,0.1,-1%,0%,6%,16%
